Compound activity (PubChem BioAssay)
Growth percent in the NCI-60 one-dose screen (48 h, 10 µM unless noted): 100 = growth as untreated, 0 = no growth, -100 = all killed.
DU-145: DU-145 prostate cancer; actives 4.2% (n = 81,000)
OVCAR-5: OVCAR-5 ovarian cancer; actives 2.9% (n = 82,000); AID 1794783
OVCAR-3: OVCAR-3 ovarian cancer | AID 1794787 | actives 7% (n = 79,000)
PC-3: PC-3 prostate cancer cells | actives 3.9% (n = 80,000) | AID 1794754
SK-OV-3: SK-OV-3 ovarian cancer cells; actives 3.2% (n = 80,000)
OVCAR-8: OVCAR-8 ovarian cancer | actives 4.4% (n = 81,000)
IGROV1: IGROV1 ovarian cancer; actives 4.7% (n = 79,000); AID 1794786
OVCAR-4: OVCAR-4 ovarian cancer cells. actives 3.7% (n = 80,000). AID 1794784
An asterisk follows results filed as active; x = not tested or not shown; & = joins results of further samples. Rule for the calls: active = growth percent below 10; inactive = the rest. Compounds were not picked by outcome; about 10% have a hit in one of these screens.

SMILES	DU-145	OVCAR-5	OVCAR-3	PC-3	SK-OV-3	OVCAR-8	IGROV1	OVCAR-4
Clc1ccccc1Nc1ccc2nnc(-c3ccncc3)n2n1	113.6	106.4	110.3	75.7	121.3	100.9	x	x
[N-]=[N+]=CC(=O)CCC(NC(=O)OCc1ccccc1)C(=O)OCc1ccccc1 (stereo unspecified)	102.7	109.1	122.0	96.8	107.5	100.9	117.9	107.6
O=C(NNC(=S)NC1CCCCC1)c1ccncc1	111.9	97.4	110.4	89.3	102.8	98.6	107.1	108.7
CCOC(=O)C(Cc1ccc(C)cc1)n1cc(-c2ccccc2)nn1 (stereo unspecified)	108.8	105.1	101.3	96.2	94.0	99.1	103.7	104.8
O=C(Nc1ccc(Cl)cc1)Nc1ccc(Cl)c(Cl)c1	10.7	23.9	-31.0*	9.4*	20.2	21.2	21.5	21.8
COc1ccc(C2Nc3ncnc(N)c3N=C3c4ccccc4C(=O)C32)cc1 (stereo unspecified)	102.1	98.1	83.9	78.0	84.7	107.6	79.4	82.8
Clc1ccc2c(NCCCCNc3nc(N4CCOCC4)nc4ccccc34)ccnc2c1	38.4	64.8	-71.2*	38.9	64.5	9.9*	44.9	-13.1*
NS(=O)(=O)Oc1ccc(NC(=O)c2ccncc2)cc1	119.0	99.0	112.6	103.7	108.4	104.9	109.2	113.1
COc1ccc(C(=S)N2CCN(c3ccc(Cl)cc3)CC2)cc1	112.5	93.8	114.2	102.7	98.5	98.2	109.0	101.6
Cc1ccccc1Cc1ccccc1	111.2	99.9	107.4	89.0	105.1	99.4	97.2	102.1

Profiles as entered above. Values in the order: DU-145 | OVCAR-5 | OVCAR-3 | PC-3 | SK-OV-3 | OVCAR-8 | IGROV1 | OVCAR-4
Shown for `[N-]=[N+]=CC(=O)CCC(NC(=O)OCc1ccccc1)C(=O)OCc1ccccc1` (stereo unspecified) = 102.7 | 109.1 | 122.0 | 96.8 | 107.5 | 100.9 | 117.9 | 107.6
Shown for `NS(=O)(=O)Oc1ccc(NC(=O)c2ccncc2)cc1` = 119.0 | 99.0 | 112.6 | 103.7 | 108.4 | 104.9 | 109.2 | 113.1
Shown for `O=C(NNC(=S)NC1CCCCC1)c1ccncc1` = 111.9 | 97.4 | 110.4 | 89.3 | 102.8 | 98.6 | 107.1 | 108.7
Shown for `O=C(Nc1ccc(Cl)cc1)Nc1ccc(Cl)c(Cl)c1` = 10.7 | 23.9 | -31.0* | 9.4* | 20.2 | 21.2 | 21.5 | 21.8
Shown for `COc1ccc(C(=S)N2CCN(c3ccc(Cl)cc3)CC2)cc1` = 112.5 | 93.8 | 114.2 | 102.7 | 98.5 | 98.2 | 109.0 | 101.6

A different layout for part of the listing above:
Values in the order: DU-145	OVCAR-5	OVCAR-3	PC-3	SK-OV-3	OVCAR-8	IGROV1	OVCAR-4
Clc1ccc2c(NCCCCNc3nc(N4CCOCC4)nc4ccccc34)ccnc2c1
→ 38.4	64.8	-71.2*	38.9	64.5	9.9*	44.9	-13.1*
COc1ccc(C2Nc3ncnc(N)c3N=C3c4ccccc4C(=O)C32)cc1 (stereo unspecified)
→ 102.1	98.1	83.9	78.0	84.7	107.6	79.4	82.8

Next results:
SMILES	DU-145	OVCAR-5	OVCAR-3	PC-3	SK-OV-3	OVCAR-8	IGROV1	OVCAR-4
N#C/C(=C\c1ccc(-c2ccc(Cl)cc2)o1)c1nc(-c2ccco2)cs1	103.3	61.8	106.4	92.8	90.9	97.5	68.1	4.2*
CN(C)c1ccc(/C=C/c2ccnc3ccccc23)cc1	78.1	84.4	45.1	53.0	x	20.2	x	69.6
CCOC(=O)c1c2c(cn1Cc1ccc(OC)c([N+](=O)[O-])c1)-c1oncc1CC2	104.7	91.4	104.2	83.7	116.7	83.8	99.1	97.5
COc1ccc2c(c1)C(C)Cc1c(ncnc1-n1c(C)nc3ccccc31)N2C (stereo unspecified)	24.2	78.3	5.5*	16.2	31.5	38.8	x	58.6
CC1=C2[C@@H](CC1)[C@]1(C)O[C@@](c3ccccc3)(C[C@H]1OC(=O)CO)[C@H]2OC(=O)/C=C/c1ccccc1	97.8	108.5	97.6	63.2	118.7	10.3	107.5	5.6*
COc1cccc(/C(O)=C2\C(=O)C(=O)N(CCCn3ccnc3)C2c2cc(OC)c3c(c2)OCO3)c1 (stereo unspecified)	107.3	107.1	109.1	97.5	106.3	98.8	106.9	109.9
Nc1nn2c(-c3cc4cc(Br)ccc4oc3=O)ccnc2c1N=Nc1ccc(Cl)cc1	86.6	103.4	109.3	103.4	109.1	83.6	76.9	112.0
COc1cc(Nc2nc3ccccc3cc2C(=O)Nc2ccc(F)c(F)c2)cc(OC)c1OC	30.0	63.9	10.6	10.7	42.2	15.5	30.8	23.0
N#Cc1c(-c2cc(=O)oc3ccc(Cl)cc23)cc(-c2cc3ccccc3oc2=O)nc1N	103.0	90.0	91.2	80.6	90.0	92.7	89.1	94.5
CCOC(=O)NCCCCCCl	106.0	110.0	111.3	100.8	107.1	97.3	108.7	102.8

Not a retest: an excerpt of the list.
SMILES	DU-145	OVCAR-5	OVCAR-3	PC-3	SK-OV-3	OVCAR-8	IGROV1	OVCAR-4
N#C/C(=C\c1ccc(-c2ccc(Cl)cc2)o1)c1nc(-c2ccco2)cs1	103.3	61.8	106.4	92.8	90.9	97.5	68.1	4.2*
CN(C)c1ccc(/C=C/c2ccnc3ccccc23)cc1	78.1	84.4	45.1	53.0	x	20.2	x	69.6

Continued.
SMILES	DU-145	OVCAR-5	OVCAR-3	PC-3	SK-OV-3	OVCAR-8	IGROV1	OVCAR-4
Cc1[nH]c(/C=C/C(=O)c2ccccc2)c(C)c1C(=O)NCC(F)(F)F	93.0	98.8	104.2	103.5	106.5	98.3	99.0	99.2
COC(=O)C1(NC(=O)CNC(=O)OCc2ccccc2)CCCC1	113.9	102.5	149.2	103.0	111.4	106.2	114.7	98.3
Cc1cc(N(C)C)nc(Nc2ccc(NC(=O)Nc3ccccc3)cc2)n1	107.6	86.9	123.8	100.0	118.6	95.9	105.8	100.3
COc1ccc(NC=O)c(OC)c1	96.8	103.1	104.7	91.5	109.8	100.9	103.5	97.2
COC(=O)/C=C1/SC(=Nc2ccc(C(F)(F)F)cc2)N(CCc2c[nH]c3ccc(O)cc23)C1=O	12.7	-25.9*	-31.1*	-33.8*	-5.5*	13.9	-54.2*	-45.6*
CC(=O)Nc1nonc1-c1nc2ccccc2n1Cc1ccccn1	127.6	94.4	120.1	88.8	110.2	100.5	118.4	99.0
CC(NCCCSc1ccccc1)C(O)c1ccc(O)cc1 (stereo unspecified)	104.7	91.4	116.9	95.4	118.1	93.9	x	96.6
O=C1NN=C(c2ccccc2)C1Cc1ccccc1 (stereo unspecified)	109.7	103.2	115.6	101.6	114.9	108.7	116.2	97.1
Cc1ccc(O)c(C(C)(C)c2ccccc2)c1	107.4	93.5&92.3	102.8	98.0&87.3	103.3&103.0	111.9&102.5	94.1&103.8	105.9&94.8
CCOC(=O)C(c1ccccc1)c1ccccc1	120.3	102.4	122.2	100.6	106.0	97.3	94.8	105.4
N#CCc1nc2ccccc2s1	114.2	99.4	92.2	77.2	87.0	86.2	96.9	87.8
Nc1ccc(NC(=O)c2ccc(N)cc2)cc1	105.7	103.5	96.7	84.8	101.7	110.3	94.8	105.5
COc1ccc(NC(=O)Nc2ccc(OCc3ccc(F)cc3)cc2)cc1	88.5	72.9	58.5	79.7	76.2	40.2	78.1	20.0
CC1CN(/N=C/c2ccc([N+](=O)[O-])o2)C(=N)O1 (stereo unspecified)	120.6	105.8	105.1	89.5	117.6	96.6	98.3	100.9
CC(=O)c1ccc(Cc2ccc(C(C)=O)cc2)cc1	x	100.9	x	79.2	106.5	91.0	92.3	90.5
CCCCCCCCCCCCCCCC(=O)NS(=O)(=O)OC[C@H]1O[C@@H](n2cnc3c(N)ncnc32)[C@H](O)[C@@H]1O	-33.6*	-45.3*	-75.1*	-52.4*	-18.5*	-10.9*	-52.2*	-48.4*
c1nc2c([nH]1)CNCC2	98.0	94.7	94.8	90.1	108.5	110.0	111.9	99.9
C=CCn1cc(-c2nc3ccccc3s2)c2cc(-c3ccc4c5c(cccc35)C(=O)OC4=O)ccc21	108.6	100.6	98.2	90.9	86.3	97.0	70.7	102.1
COc1ccc(/C=C/C=C\C(=O)c2ccc(-n3ccnc3)cc2)cc1	98.0	103.1	96.7	88.8	97.0	86.4	93.5	x
c1ccc(CSC2=NCCN2)cc1	118.1	102.0	100.3	95.3	101.9	99.9	131.1	117.8
COc1ccc(C(=O)C[n+]2cc3ccccc3cc2C)cc1	117.2	87.5	89.8	83.8	91.0	92.2	90.6	81.0
CN1C(=O)N(C)C2NC(=NCCO)NC21 (stereo unspecified)	110.2	94.8	113.1	99.6	90.3	101.0	111.3	101.5
COc1cc(C=O)ccc1OC(=O)c1cc(-c2ccc(Cl)cc2)n(-c2ccc(S(C)(=O)=O)cc2)n1	102.8	109.0	98.0	83.0	97.5	97.5	106.2	91.1
COc1ccc2c(c1)c(-c1nc(-c3c[nH]c4ncccc34)cs1)cn2CCCN1CCCCC1	46.1	77.4	27.8	28.5	61.7	49.1	34.4	62.6
O=S(=O)(O)c1ccc2c(O)cc(S(=O)(=O)O)cc2c1	115.1	99.8	x	117.3	104.8	107.2	79.7	x
N#Cc1c(N)nc2c(c1N)C(c1cccc([N+](=O)[O-])c1)C1=C(CCCC1=O)N2c1sc2c(c1C#N)CCCC2 (stereo unspecified)	110.1	100.2	105.6	87.8	101.6	96.4	102.4	115.4
N#Cc1ccc(N2Cc3ccccc3OC3=C2C(=O)c2c(O)ccc(O)c2C3=O)cc1	-91.8*	-1.9*	-93.2*	-25.6*	63.8	3.9*	x	-43.4*
O=C1/C(=C\c2ccc(F)cc2)CN(C(=O)c2ccc([N+](=O)[O-])cc2)C/C1=C\c1ccc(F)cc1	25.5	77.1	10.3	28.6	50.8	19.5	33.9	50.5
CC(=O)N(CC#Cc1cccc(C(N)=O)c1)C[C@H]1C[C@@H](n2ccc3c(Cl)ncnc32)[C@H](O)[C@@H]1O	107.3	102.3	115.0	101.3	106.2	100.2	100.5	107.3
Cn1cc(-c2csc(-c3ccc(Cl)cc3)n2)c2ccccc21	112.6	89.0	94.4	102.7	103.1	110.3	109.6	112.4
COc1cc(/C=C/c2ccccc2)oc(=O)c1	151.1	111.8	101.4	88.9	114.8	113.8	101.2	108.2
CCCCN(C)c1nc2c(c(C#N)c1C#N)CCCCC2	97.6	80.5	105.6	87.2	101.4	95.6	87.6	97.7
C#CCC(C)(O)/C=C/C1=C(C)CCCC1(C)C (stereo unspecified)	103.2	88.7	105.6	77.6	92.3	101.3	101.8	106.6
CCCC(O)C(CC)CO (stereo unspecified)	117.3	101.7	118.8	100.6	111.0	101.5	110.8	112.3
O=C(Cn1cc(CN2C(=O)c3ccccc3S2(=O)=O)nn1)Nc1ccc(Cl)cn1	101.6	106.5	101.7	102.2	97.4	104.1	105.8	102.3
Cc1ccc(CCC(=O)O)cc1	130.1	103.1	122.0	96.7	111.2	102.4	122.6	109.1
Cn1cnc2c1c(=O)n(CC(=O)Nc1ccc(S(N)(=O)=O)cc1)c(=O)n2C	114.1	96.7	123.2	91.8	91.0	101.8	107.4	112.9
Nc1nc2cc(-c3ccc4ncnc(NCc5ccccc5)c4c3)ccc2o1	15.9	22.1	-31.5*	25.2	-5.9*	2.3*	-68.5*	-75.2*
Clc1ccc(P(c2ccc(Cl)cc2)c2ccc(Cl)cc2)cc1	123.8	103.5	112.7	86.0	110.9	98.7	110.7	102.0
CCCC1CCCCN1C (stereo unspecified)	109.2	105.5	103.5	96.0	107.7	100.2	104.9	104.3
O=C(O)c1cc2ccccc2cc1O	101.4	91.9	101.0	92.2	102.8	93.4	111.4	107.6
Cn1c2ccc(O)cc2c2cc3ncccc3nc21	76.9	99.5	87.7	75.0	89.8	70.0	49.8	84.3
NC(N)=Nc1ccc(Oc2cccc(Nc3ccc(Cl)c(C(F)(F)F)c3)c2)cn1	-93.4*	-64.0*	-93.8*	-89.4*	36.8	-66.0*	-38.2*	6.7*
N#CCCN1C(=O)C2C3C=CC(C3)C2C1=O (stereo unspecified)	105.5	102.2	103.3	97.3	103.4	102.4	121.0	107.1
COc1cc(/C=C2\C(=O)Nc3ccc(Br)cc32)cc(OC)c1OC	91.8	96.8	60.3	60.4	88.3	x	43.0	71.8
CC(C)=CCNc1ncnc2c1ncn2C1OC(COP(=O)(O)O)C(O)C1O (stereo unspecified)	4.9*	74.5	0.1*	12.0	12.9	x	54.6	85.4
CC1=C(C#N)C2=Nc3ccccc3C(=O)NN2C(c2ccccc2)=C1	112.5	100.7	100.2	103.1	96.6	112.7	103.9	100.0
COc1cc2ncnc(Nc3ccc(O)cc3)c2cc1OC	61.3	59.2	87.4	91.0	5.3*	70.7	38.2	88.1
COc1ccc(/C=C(\C#N)C(=O)Nc2cc(-c3ccccc3)nn2-c2ccccc2)cc1	106.8	106.9	112.0	97.2	116.4	99.7	98.0	109.8
O=c1[nH]c2ccccc2cc1-c1nnc(Cc2ccccc2)o1	71.1	120.4	69.6	65.5	92.8	57.8	66.0	61.3
(continued)
SMILES	DU-145	OVCAR-5	OVCAR-3	PC-3	SK-OV-3	OVCAR-8	IGROV1	OVCAR-4
C=C1CCC2C3(C)COC(c4ccccc4Cl)OC3CCC2(C)C1/C=C/C1=CCOC1=O (stereo unspecified)	78.0	85.9	76.3	64.5	84.5	69.1	82.5	54.0
COc1ccc(-c2cc(-c3ccc(Cl)cc3)nc(NCCCCNc3ccnc4cc(Cl)ccc34)n2)cc1	98.8	96.2	96.0	54.8	x	-23.3*	60.8	73.3
CCCCCCCCCCSc1n[nH]c(=S)s1	107.4	116.6	107.8	102.0	108.9	112.2	113.3	101.2
COCCOCCOCc1n(Cc2ccc3ccccc3c2)c2ccccc2[n+]1Cc1ccc2ccccc2c1	32.7	21.4	7.2*	5.5*	2.9*	10.0*	-7.1*	17.0
O=c1ccc2cc(Cl)ccc2o1	99.6	121.1	101.5	96.4	112.0	103.1	108.9	99.5
Cn1c(N)c(N=Nc2ccc(S(=O)(=O)Nc3nccs3)cc2)c(=O)n(C)c1=O	106.2	114.5	103.3	90.5	102.8	100.4	91.2	106.4
